Assay outcomes from PubChem.
GRK2 inh = compounds blocking aptamer binding on GRK2 – biochemical, human GRK2, bead flow cytometry, HTS, primary screen; actives 0.59% (n = 330,000); inhibition of aptamer binding, % at 10 µM; Beta-adrenergic receptor kinase 1 (Homo sapiens), P25098; AID 488847, 2010; FAM-aptamer displacement from GRK2;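 active = inhibition of aptamer binding above 40%, roughly 3 SD of noise, on plates passing a quality check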;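 also: median bead fluorescence of bound FAM aptamer so fluorescent compounds give negative values; no value below 0 was filed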
Target sequence (P25098 whole entry, looked up): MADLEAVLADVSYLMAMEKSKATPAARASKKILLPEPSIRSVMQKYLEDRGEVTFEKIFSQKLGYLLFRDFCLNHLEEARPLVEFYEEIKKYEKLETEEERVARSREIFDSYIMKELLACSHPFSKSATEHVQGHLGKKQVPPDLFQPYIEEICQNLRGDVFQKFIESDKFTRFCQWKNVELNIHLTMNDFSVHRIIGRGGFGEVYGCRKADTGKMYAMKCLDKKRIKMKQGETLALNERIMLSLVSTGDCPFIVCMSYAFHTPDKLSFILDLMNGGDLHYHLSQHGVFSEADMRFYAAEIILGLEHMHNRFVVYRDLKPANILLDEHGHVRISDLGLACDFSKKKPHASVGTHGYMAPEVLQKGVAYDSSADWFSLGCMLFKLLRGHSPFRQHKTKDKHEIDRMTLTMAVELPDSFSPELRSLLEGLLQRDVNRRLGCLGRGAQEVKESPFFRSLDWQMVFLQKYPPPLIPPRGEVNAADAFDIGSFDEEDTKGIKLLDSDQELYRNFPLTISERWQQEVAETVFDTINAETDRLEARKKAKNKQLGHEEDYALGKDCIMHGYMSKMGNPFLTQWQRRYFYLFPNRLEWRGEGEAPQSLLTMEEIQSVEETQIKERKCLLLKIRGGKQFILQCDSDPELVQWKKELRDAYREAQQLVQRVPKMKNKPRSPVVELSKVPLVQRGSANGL
BCLXL inh = inhibitors of human Bcl-xL, primary screen, biochemical, fluorescence polarization, HTS. inhibition, % at 10.9 µM. GST-Bcl-xL / FITC-Bim BH3 peptide fluorescence polarization. AID 2129, 2009. actives 0.7% (n = 320,000);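 active = inhibition above the mean of all tested compounds plus 3 SD, cutoff set per campaign, cut at about 30% in these data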;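 also: 0% = DMSO wells and 100% = unlabeled Bim-BH3 peptide competitor; inhibitors lower millipolarization by displacing the labeled peptide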
GLD-1 TGE inh = GLD-1/TGE RNA complex disruptors, primary screen, biochemical, fluorescence polarization; Female germline-specific tumor suppressor gld-1 (Caenorhabditis elegans), Q17339; purified GLD-1 + fluorescein TGE RNA; inhibition, % at 5.96 µM; actives 0.44% (n = 320,000); AID 2280, 2010;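 active = percent inhibition above a per-plate cutoff, the plate mean of test compounds plus 3 SD, cut at about 30% in these data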;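 also: 0% = DMSO wells with GLD-1 and probe and 100% = wells lacking GLD-1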
PME-1 primary = PME-1 inhibitors via competitive probe labeling, primary screen, biochemical, fluorescence polarization, FP-Rh probe, HTS; AID 2130, 2009; recombinant PME-1; inhibition, % at 5.9 µM; actives 0.53% (n = 320,000);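 active = inhibition above the campaign mean of all compounds plus 3 SD, cut at about 26% in these data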;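 also: competitive labeling of PME-1 active site by serine hydrolase directed probe; 0% = PME-1 with DMSO and 100% = wells lacking PME-1 enzyme; inhibitors block probe labeling so polarization falls and inhibition rises; many of its hits are not listed in these tables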
Target sequence (Q9Y570 whole entry, looked up): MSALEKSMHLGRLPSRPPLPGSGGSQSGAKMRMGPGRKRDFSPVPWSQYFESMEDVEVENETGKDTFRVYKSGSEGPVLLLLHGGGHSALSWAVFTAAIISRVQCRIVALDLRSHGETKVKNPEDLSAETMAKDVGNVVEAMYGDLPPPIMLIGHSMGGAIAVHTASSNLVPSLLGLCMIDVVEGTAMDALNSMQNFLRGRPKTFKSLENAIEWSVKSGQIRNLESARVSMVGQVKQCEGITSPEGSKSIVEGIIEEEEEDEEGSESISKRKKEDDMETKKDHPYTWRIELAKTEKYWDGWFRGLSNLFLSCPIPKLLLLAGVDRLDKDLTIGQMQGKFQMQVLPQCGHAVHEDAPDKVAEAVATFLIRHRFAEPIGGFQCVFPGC
MCL1 BIM primary = inhibitors of MCL1 binding to BIM-BH3, primary screen, biochemical, fluorescence polarization; Induced myeloid leukemia cell differentiation protein Mcl-1 (Homo sapiens), Q07820; GST-MCL1 / FITC-Bim-BH3 fluorescence polarization; inhibition, % at 10.9 µM; actives 0.68% (n = 320,000); AID 2057, 2009;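 active = inhibition above the mean inhibition of all tested compounds plus 3 SD, set per campaign, cut at about 40% in these data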;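 also: 0% = DMSO wells and 100% = unlabeled Bim-BH3 peptide control; higher means more loss of mP so more displacement of Bim peptide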
VLA-4 inh = inhibition in human VLA-4 binding assay, primary screen, VLA-4 allosteric modulator project, MLPCN library, flow cytometry, VLA-4 expressing cells. inhibition, % (about 7 µM as worked out from the volumes in the protocol). actives 0.2% (n = 330,000). ligand binding flow cytometry; in the data active = inhibition above about 50%
MEX-5 binding = MEX-5 zinc finger RNA-binding disruptors – biochemical, C. elegans, fluorescence polarization, MLPCN library, primary screen; Zinc finger protein mex-5 (Caenorhabditis elegans), Q9XUB2; activity score (negative = inhibition of binding), % at 10 µM; actives 0.38% (n = 300,000); MEX-5/FITC-TCR2 RNA binding; active compounds read low;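 active = inhibition past about -25% in most replicates, and total fluorescence under double the plate's negative control median, limit read from the data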;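 also: 0% = DMSO and -100% = 5 µM competing unlabeled TCR2 RNA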
Fam108B counter = mouse Fam108B serine hydrolase inhibitors, primary screen, counter-screen for RBBP9 inhibitor project, biochemical, fluorescence polarization | recombinant Fam108B, FP-Rh probe fluorescence polarization | inhibition, % at 9.51 µM | actives 0.33% (n = 300,000);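 active = inhibition above the screen mean inhibition plus 3 SD, computed separately per campaign, cut at about 18% in these data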;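 also: inhibitors lower polarization as less probe binds the enzyme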
Efflux pump mplx = inhibitors of Candida efflux pumps in yeast, primary screen, S. cerevisiae, Nile Red, multiplex; S. cerevisiae Candida pump triplex; inhibition, % at 10 µM; actives 0.44% (n = 330,000); AID 485275, 2010;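 active = plate passing quality check with inhibition over a set limit, or well fluorescence over plate mean plus 4 SD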;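 also: Nile Red retained in pooled yeast measured as flow cytometry median fluorescence; 0% = buffer negative control and 100% = Enniatin B positive control; higher means more Nile Red kept so more efflux inhibition; some compounds called inactive have numbers as strong as hits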
Starred values were filed as active, the others as inactive. Some of the compounds tested (hit frequency here may not be typical).

Cn1c(=O)cc(OCCCC(=O)N2CCCCC2)c2ccccc21 was read as GRK2 inh 2, BCLXL inh -2, GLD-1 TGE inh 1, PME-1 primary 6, MCL1 BIM primary 2, VLA-4 inh -8, MEX-5 binding -3.2, Fam108B counter 2 and Efflux pump mplx 0.1.
`Cc1ccsc1/C=N/NC(=O)c1cccnc1` gave GRK2 inh 0, BCLXL inh -2, GLD-1 TGE inh 0, PME-1 primary 1, MCL1 BIM primary 3, VLA-4 inh 7, MEX-5 binding 0.3, Fam108B counter -2 and Efflux pump mplx 0.0.
`Cc1ccc(S(=O)(=O)N2CCOC2CNC(=O)C(=O)NCCN(C)C)cc1` (stereo not given) gave GRK2 inh 0, BCLXL inh -1, GLD-1 TGE inh -11, PME-1 primary -2, MCL1 BIM primary 2, VLA-4 inh 9, MEX-5 binding 2.8, Fam108B counter 5 and Efflux pump mplx 0.1.
Screening C/C=C(\C)CN1CCCC(CO)(Cc2ccccc2)C1 (stereo not given) returned GRK2 inh 0, BCLXL inh -1, GLD-1 TGE inh 3, PME-1 primary -6, MCL1 BIM primary 0, VLA-4 inh -1, MEX-5 binding 1.4, Fam108B counter -7 and Efflux pump mplx 0.5.
For O=S1(=O)N=C(N(CCO)/N=C/c2ccc(Cl)cc2)c2ccccc21 the results were GRK2 inh 0, BCLXL inh 13, GLD-1 TGE inh 3, PME-1 primary 3, MCL1 BIM primary 5, VLA-4 inh -6, MEX-5 binding -0.6, Fam108B counter 0 and Efflux pump mplx -0.1.
`CC1CCC2=NN(C(=O)c3ccco3)C(O)(C(F)(F)F)C2C1` (stereo not given) gave GRK2 inh 1, BCLXL inh 3, GLD-1 TGE inh -8, PME-1 primary -1, MCL1 BIM primary 3, VLA-4 inh 4, MEX-5 binding 1.6, Fam108B counter 2 and Efflux pump mplx 0.1.
O=C(c1ccc(S(=O)(=O)c2cccc(Cl)c2)c([N+](=O)[O-])c1)N1CCN(Cc2ccccc2)CC1 was read as GRK2 inh 0, BCLXL inh 3, GLD-1 TGE inh 5, PME-1 primary 7, MCL1 BIM primary -2, VLA-4 inh -5, MEX-5 binding 1.5, Fam108B counter 0 and Efflux pump mplx 0.1.
CNc1snc(C)c1C(=O)OCC(=O)N(C)Cc1ccccc1 was read as GRK2 inh 3, BCLXL inh 0, GLD-1 TGE inh 3, PME-1 primary -6, MCL1 BIM primary -7, VLA-4 inh 11 and Efflux pump mplx -0.1.
O=C(NCCN=C1NS(=O)(=O)c2ccccc21)c1ccccc1 was read as GRK2 inh 0, BCLXL inh 4, GLD-1 TGE inh -2, PME-1 primary 3, MCL1 BIM primary 3, VLA-4 inh 9, MEX-5 binding -3.6, Fam108B counter 0 and Efflux pump mplx 0.0.
For COc1ccc(C2CC(c3ccccc3)=NN2C(=O)c2cccs2)cc1 (stereo not given) the results were GRK2 inh 0, BCLXL inh -1, GLD-1 TGE inh 3, PME-1 primary -11, MCL1 BIM primary -3, VLA-4 inh -14, MEX-5 binding 0.0, Fam108B counter -8 and Efflux pump mplx 0.0.
c1ccc2c(CCNc3ncnc4nc[nH]c34)cccc2c1 was read as GRK2 inh 0, BCLXL inh 4, GLD-1 TGE inh 0, PME-1 primary -3, MCL1 BIM primary 5, VLA-4 inh -17, MEX-5 binding 0.5, Fam108B counter -1 and Efflux pump mplx 0.0.
COc1ccc(-c2csc(NC(=O)C3CSC4(C)CCC(=O)N34)n2)c(OC)c1 (stereo not given) was read as GRK2 inh 1, BCLXL inh 1, GLD-1 TGE inh 0, PME-1 primary -2, MCL1 BIM primary 2, VLA-4 inh -7, MEX-5 binding -0.3, Fam108B counter -3 and Efflux pump mplx -0.1.
`COc1ccc(NS(=O)(=O)c2cc(N)ccc2N2CCCC2)cc1` gave GRK2 inh 0, GLD-1 TGE inh 26, VLA-4 inh 2 and Efflux pump mplx -0.1.
`Cc1ccc(NC(=O)CN(C)C(=O)Cc2c(Cl)cccc2Cl)cc1` gave GRK2 inh 0, BCLXL inh -4, GLD-1 TGE inh 0, PME-1 primary 5, MCL1 BIM primary -20, VLA-4 inh -12, MEX-5 binding 0.7, Fam108B counter 1 and Efflux pump mplx 0.0.
Screening COC(=O)c1ccc2ccccc2c1OC1OC(CO)C(O)C(O)C1NC(C)=O (stereo not given) returned GRK2 inh 0, BCLXL inh -4, GLD-1 TGE inh 2, PME-1 primary 3, MCL1 BIM primary -1, VLA-4 inh 11, MEX-5 binding -1.6, Fam108B counter 2 and Efflux pump mplx -0.1.
Screening O=C(NC1CCCCCC1)C1CCCN(S(=O)(=O)c2cccs2)C1 (stereo not given) returned GRK2 inh 2, BCLXL inh 2, GLD-1 TGE inh 6, PME-1 primary 1, MCL1 BIM primary 5, VLA-4 inh -4, MEX-5 binding 2.0, Fam108B counter 7 and Efflux pump mplx 0.0.
Screening Cc1ccc2nsnc2c1NC(=O)Cc1ccc(Cl)cc1 returned GRK2 inh 0, BCLXL inh -1, GLD-1 TGE inh -10, PME-1 primary 5, MCL1 BIM primary 1, VLA-4 inh -5, MEX-5 binding -1.6, Fam108B counter 1 and Efflux pump mplx 0.0.
For O=C(CNC(=O)Cc1ccccc1)NCC(=O)OCC(=O)c1ccc(Cl)cc1 the results were GRK2 inh 2, BCLXL inh 7, GLD-1 TGE inh 6, PME-1 primary 0, MCL1 BIM primary 3, VLA-4 inh 15, MEX-5 binding -1.0, Fam108B counter 3 and Efflux pump mplx -0.4.
Screening Cc1ccc(S(=O)(=O)NCc2ccccc2)cc1C(=O)N(C)Cc1ccccc1F returned GRK2 inh 0, BCLXL inh 4, GLD-1 TGE inh 4, PME-1 primary 11, MCL1 BIM primary 12, VLA-4 inh 6, MEX-5 binding 0.8, Fam108B counter 6 and Efflux pump mplx 0.0.
CCCCC[C@H](O)/C=C/[C@H]1[C@H](O)CC(=O)[C@@H]1CCCCCCC(=O)O was read as GRK2 inh 5, BCLXL inh 5, GLD-1 TGE inh 1, PME-1 primary 0, MCL1 BIM primary 17, VLA-4 inh -4, MEX-5 binding -0.9, Fam108B counter -1 and Efflux pump mplx -0.1.
`Cc1ccccc1Nc1nnc(C)c(=O)n1N` gave GRK2 inh 0, BCLXL inh 1, GLD-1 TGE inh 4, PME-1 primary 4, MCL1 BIM primary -9, VLA-4 inh 1, MEX-5 binding 2.4, Fam108B counter 1 and Efflux pump mplx -0.1.
For Cc1ccc2c(cnn2C(=O)CCCC(=O)NCc2cccc(F)c2)c1 the results were GRK2 inh 5, BCLXL inh -1, GLD-1 TGE inh -3, PME-1 primary 5, MCL1 BIM primary -10, VLA-4 inh -2, MEX-5 binding -0.5, Fam108B counter -6 and Efflux pump mplx 0.3.
CCOC(=O)C(C)Sc1ncnc2c1nnn2-c1ccc(F)cc1 (stereo not given) was read as GRK2 inh 2, BCLXL inh 1, GLD-1 TGE inh 1, PME-1 primary -2, MCL1 BIM primary 9, VLA-4 inh 23, MEX-5 binding 1.7, Fam108B counter 3 and Efflux pump mplx -0.1.
Screening Cc1cc(C(=O)COC(=O)Cn2cnc3c2c(=O)n(C)c(=O)n3C)c(C)n1C returned GRK2 inh 0, BCLXL inh 10, GLD-1 TGE inh 8, PME-1 primary 0, MCL1 BIM primary 4, VLA-4 inh 19, MEX-5 binding -2.2, Fam108B counter -3 and Efflux pump mplx 0.1.
O=C(NC1CCC1)C1CCC(=O)N(Cc2ccccc2F)C1 (stereo not given) was read as GRK2 inh 4, BCLXL inh 3, GLD-1 TGE inh -6, PME-1 primary 4, MCL1 BIM primary 0, VLA-4 inh 13, MEX-5 binding -2.0, Fam108B counter -1 and Efflux pump mplx 0.3.
Screening CC(=O)Nc1ccc2sccc2c1 returned GRK2 inh 3, BCLXL inh -8, GLD-1 TGE inh 10, PME-1 primary 3, MCL1 BIM primary -5, VLA-4 inh -2, MEX-5 binding 1.2, Fam108B counter -3 and Efflux pump mplx -0.2.
Screening O=c1[nH]nc(SCc2ccccc2Cl)n1-c1ccc2c(c1)OCCO2 returned GRK2 inh 1, BCLXL inh 3, GLD-1 TGE inh 0, PME-1 primary 3, MCL1 BIM primary 0, VLA-4 inh 26, MEX-5 binding 1.1, Fam108B counter -1 and Efflux pump mplx 0.0.
`COC(=O)c1c(N2C(=O)[C@H]3[C@@H](C2=O)[C@]2(C(=O)Nc4c(C)cccc42)N2CCC[C@@H]32)sc(C)c1C` gave GRK2 inh 3, BCLXL inh 5, GLD-1 TGE inh -11, PME-1 primary 1, MCL1 BIM primary -7, VLA-4 inh -26, MEX-5 binding 5.1, Fam108B counter 1 and Efflux pump mplx -0.1.
Screening S=C(NCCc1ccccc1)N1CCN(Cc2ccccc2)CC1 returned GRK2 inh 0, BCLXL inh 6, GLD-1 TGE inh -6, PME-1 primary 0, MCL1 BIM primary 5, VLA-4 inh 1, MEX-5 binding -1.7, Fam108B counter -1 and Efflux pump mplx -0.1.
Screening CCC(Sc1nnnn1-c1ccccc1)C(=O)Nc1nc2ccccc2s1 (stereo not given) returned GRK2 inh 0, BCLXL inh 0, GLD-1 TGE inh 9, PME-1 primary -11, MCL1 BIM primary -8, VLA-4 inh 1, MEX-5 binding 0.9, Fam108B counter -4 and Efflux pump mplx 0.0.
`Cc1ccc(S(=O)(=O)c2nc(S(=O)(=O)c3ccccc3)sc2N2CCN(CCO)CC2)cc1` gave GRK2 inh 1, BCLXL inh 5, GLD-1 TGE inh -1, PME-1 primary -4, MCL1 BIM primary 3, VLA-4 inh 10, MEX-5 binding -0.7, Fam108B counter 1 and Efflux pump mplx -0.1.
For CC1CCc2[nH]c3ccc(C(=O)Nc4ccc(C(=O)N(C)C)cc4)cc3c2C1 (stereo not given) the results were GRK2 inh 2, BCLXL inh -23, GLD-1 TGE inh -6, PME-1 primary 0, MCL1 BIM primary -28, VLA-4 inh 4, MEX-5 binding -2.0, Fam108B counter 5 and Efflux pump mplx 0.1.
`COc1ccc(OC)c(S(=O)(=O)N2CCCC(C(=O)N3CCCCCC3)C2)c1` (stereo not given) gave GRK2 inh 0, BCLXL inh 0, GLD-1 TGE inh 2, PME-1 primary 2, MCL1 BIM primary 3, VLA-4 inh -10, MEX-5 binding 1.3, Fam108B counter 0 and Efflux pump mplx 0.0.
Screening CCOC(=O)C1=C(O)C(=O)N(c2ccc(S(N)(=O)=O)cc2)C1c1cccc([N+](=O)[O-])c1 (stereo not given) returned GRK2 inh 0, BCLXL inh -2, GLD-1 TGE inh 3, PME-1 primary -3, MCL1 BIM primary 3, VLA-4 inh -4, MEX-5 binding 1.3, Fam108B counter 1 and Efflux pump mplx 0.1.
`O=C(O)CP(=O)(O)O` gave GRK2 inh 1, BCLXL inh 9, GLD-1 TGE inh 8, PME-1 primary -7, MCL1 BIM primary 0, VLA-4 inh 16, MEX-5 binding -0.2, Fam108B counter -3 and Efflux pump mplx -0.1.
